# Screening results as filed in PubChem BioAssay.
# SNCA viab count: reduces viability of HEK-293 SNCA reporter cells; Potency, µM (doses to about 57.1 µM), without a hit: top-dose activity change, negative = cytotoxicity, usual class: cytotoxic; 150,000 tested, 0.12% active; HEK-293-SNCA-luc viability, GF-AFC fluorescence, 24 h;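 note: potency is the fitted concentration of half-maximal effect; 0% = DMSO-treated cells and -100% = medium-only wells without cells; nearly all actives have a fitted effect of over 30% in size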
#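 Cytotoxicity counterscreen: after 24 h compound treatment of genome-edited SNCA-luciferase HEK-293 cells, live-cell protease substrate GF-AFC read by fluorescence after 30 min; activity scaled between DMSO (0%) and medium-only (-100%), curves Hill-fitted.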
# 3T3 cytotox: NIH 3T3 cell cytotoxicity; NIH 3T3 viability, CellTiter-Glo ATP luminescence, 48-72 h; Potency, µM (titrated, usually from 96.7 µM), for inactives: at the top dose activity change, negative = cytotoxicity, hits mostly inhibitors; 94,000 tested, 4.3% active; AID 1345082; note: potency is the fitted concentration of half-maximal effect; nearly all actives have a fitted effect of over 55% in size
#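 Cytotoxicity is measured as loss of cellular ATP: NIH 3T3 cells (400/well) are exposed to compound for 48 or 72 hr at 37 °C, then CellTiter-Glo luminescence is imaged after 10 min at room temperature.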
# HEK cytotox: cytotoxic compounds in HEK 293 cells; HEK 293 viability, ATP luminescence (CellTiter-Glo), 48-72 h; Potency, µM (series often up to 115 µM), without a hit: top-dose activity change, negative = cytotoxicity, most hits filed as inhibitors; 94,000 tested, 6.6% active; note: potency is the fitted concentration of half-maximal effect; nearly all actives have a fitted effect of over 60% in size
#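 250 HEK 293 cells/well; compound by pintool; incubated 48 or 72 hr at 37 degree Celsius; CellTiter-Glo added, 10 min RT, luminescence imaged.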
# SNCA expr inhib: reduces expression of the alpha-synuclein gene. HEK-293 SNCA-luciferase knock-in, luminescence, 24 h. Potency, µM (doses to about 57.2 µM), without a hit: top-dose activity change, negative = inhibition, actives largely listed as inhibitors. 140,000 tested, 0.17% active;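 note: potency is the fitted concentration of half-maximal effect; plate controls were DMSO cells for no effect and cell-free wells for full effect; nearly all actives have a fitted effect of over 45% in size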
# Luciferase inh: inhibitors of firefly (Photinus pyralis) luciferase; P08659; purified P. pyralis luciferase, luminescence, biochemical; Potency, µM (top dose mostly 115 µM), without a hit: at the highest dose activity change, negative = inhibition, usual class: inhibitors; 76,000 tested, 2.5% active; AID 1347043; note: potency is the fitted concentration of half-maximal effect; nearly all actives have a fitted effect of over 65% in size
# Target sequence (P08659 whole entry, looked up): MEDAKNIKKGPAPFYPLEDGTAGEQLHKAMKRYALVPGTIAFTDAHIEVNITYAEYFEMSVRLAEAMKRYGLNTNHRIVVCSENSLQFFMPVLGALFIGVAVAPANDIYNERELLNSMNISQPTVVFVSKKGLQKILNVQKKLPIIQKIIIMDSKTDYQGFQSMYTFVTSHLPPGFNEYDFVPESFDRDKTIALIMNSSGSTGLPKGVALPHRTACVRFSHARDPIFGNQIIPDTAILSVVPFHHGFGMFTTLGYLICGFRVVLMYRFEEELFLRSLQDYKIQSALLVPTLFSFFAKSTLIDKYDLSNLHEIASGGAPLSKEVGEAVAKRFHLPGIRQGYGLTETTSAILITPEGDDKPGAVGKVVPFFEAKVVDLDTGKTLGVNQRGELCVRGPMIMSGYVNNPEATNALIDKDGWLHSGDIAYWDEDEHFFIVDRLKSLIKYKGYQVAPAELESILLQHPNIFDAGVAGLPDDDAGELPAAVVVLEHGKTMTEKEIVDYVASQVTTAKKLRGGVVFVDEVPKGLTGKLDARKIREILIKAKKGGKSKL
#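 Luminescence read by CCD imaging after purified firefly luciferase (10nM final) was added to substrate buffer holding 10uM D-luciferin and 10uM ATP, pH 7.5, pre-dosed with compound.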
# GPT2 inh: GPT2 alanine aminotransferase inhibition. Recombinant GPT2, coupled pyruvate oxidase/HRP Amplex Red fluorescence. Q8TD30. Potency, µM (doses to about 57.7 µM), without a hit: at the top dose activity change, negative = inhibition, most hits filed as inhibitors. 100,000 tested, 0.25% active; note: potency is the fitted concentration of half-maximal effect; nearly all actives have a fitted effect of over 60% in size; many of its hits are not listed in these tables
# Target sequence (Q8TD30 whole entry, looked up): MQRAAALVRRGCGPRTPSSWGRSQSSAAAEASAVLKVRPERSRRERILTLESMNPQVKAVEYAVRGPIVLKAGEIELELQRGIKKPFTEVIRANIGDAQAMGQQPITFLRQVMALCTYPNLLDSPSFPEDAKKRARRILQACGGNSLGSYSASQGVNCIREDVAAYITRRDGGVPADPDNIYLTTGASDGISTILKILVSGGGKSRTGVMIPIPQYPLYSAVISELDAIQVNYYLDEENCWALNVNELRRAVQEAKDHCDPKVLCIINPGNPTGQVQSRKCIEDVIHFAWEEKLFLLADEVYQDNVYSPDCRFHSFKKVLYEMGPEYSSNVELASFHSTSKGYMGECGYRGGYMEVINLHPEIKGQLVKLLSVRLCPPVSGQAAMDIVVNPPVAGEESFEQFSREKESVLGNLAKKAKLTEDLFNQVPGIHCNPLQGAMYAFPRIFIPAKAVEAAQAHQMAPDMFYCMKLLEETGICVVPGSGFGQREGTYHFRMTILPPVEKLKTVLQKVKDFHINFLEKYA
#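 Inhibition is scored from Amplex Red fluorescence generated when pyruvate oxidase and HRP act on pyruvate released by GPT2. Reactions contain 10ng/uL enzyme, 250uM a-KG and 2mM L-alanine and run 30 min at room temperature.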
# IP6K1 inh: IP6K1 kinase inhibition; activity change, % (series mostly up to about 58 µM); 140,000 tested, 0.81% active; IP6K1 kinase, ADP-Glo luminescence, 2 h; active compounds read low; Q92551; AID 1645851; in the data active = activity change below about -25%
#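 ADP-Glo luminescence measures ADP made by human IP6K1 during a 2 h RT reaction with ATP/IP6 (mix at 1.3 mM/130 uM); top library doses 57.5 and 19.1 uM final.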
# * marks the source's active call; other numbers are inactive results; i = inactive; ? = inconclusive; . = not tested or not shown; & = joins results of further samples; [ ] = remark or other dose. Unless noted, calls come from the whole dose curve; as a rule, active = well fitted curve in the direction sought with a large enough effect; inconclusive = small, poorly fitted or top-dose-only effect, or another doubt; inactive = no such curve, though single readings can be large; an effect the other way counts as inactive or inconclusive. Unless noted, % is set by controls: 0 for no effect and ±100 for the full control effect.
# Every second line gives: IP6K1 inh | HEK cytotox | 3T3 cytotox | GPT2 inh | SNCA viab count | SNCA expr inhib | Luciferase inh
- CN(C)C(=O)N1CCN(c2ccc(C=O)cc2)C(=O)C1
    3 | i | i | -9%[88.5 µM] | -5%[87.6 µM] | -16%[87.6 µM] | .
- CCNC(=O)N1CCc2nc(OCCOC)ccc2C1
    11 | -26% | -5% | i | 1%[12.5 µM] | 12% | -7%
- CN(Cc1ccccc1)Cc1cn([C@H]2CO[C@H]3[C@@H]2OC[C@@H]3NC(=O)c2ccco2)nn1
    1 | -26%[172 µM] | -3%[174 µM] | 2%[88.5 µM] | 5%[87.6 µM] | 9%[87.6 µM] | -11%[172 µM]
- COCC(=O)N1CCC2(CC1)OC(=O)N(Cc1cccc(OC)c1)C2(C)c1cccnc1 (stereo not given)
    -6 | 2%[172 µM] | ? | -14%[88.5 µM] | 2%[87.6 µM] | 10%[87.6 µM] | 2%[172 µM]
- Cc1ccc2c(c1)N(CCCC(=O)N1CCC(C)(c3noc(C4CC4)n3)CC1)C(=O)CO2
    4 | ? | ? | 5% | -1% | -28% | .
- CCC(=O)N1CCc2cc(CNC(=O)c3cccc(N(C)C)c3)ccc21
    23 | . | . | . | -11% | 51%[activator] | .
- Cc1ccc(NC(=O)C2CCc3nnc(C4CC4)n32)cc1 (stereo not given)
    12 | -7%[172 µM] | -22%[138 µM] | ? | -30%[12.5 µM] | 3%[87.6 µM] | .
- CC(C)(C)CC(=O)N1CCC2(CC1)C(=O)N(CC(=O)Nc1ccccc1)CN2c1ccccc1
    6 | ? | ? | -14% | -1% | -15% | -11%
- Cc1ccc(-n2c(=O)c3c(cc(C)n3C)n(CC(=O)Nc3ccc4c(c3)OCO4)c2=O)cc1
    3 | -11% | -28% | i | -20% | -13% | -13%
- CCCN(C)c1nccnc1OC1CCN(C(=O)c2cccc(OC)c2OC)C1 (stereo not given)
    3 | ? | ? | ? | -6% | 91%[activator] | 32µM*
- Cc1ccc(NC(=O)c2cc(C(C)(C)C)nc3c2cnn3C)cc1
    -5 | 79µM* | ? | 1%[88.5 µM] | 2%[87.6 µM] | ? | .
- Cc1ccc2c(n1)OC(COc1ccccc1)CN(Cc1cccc(F)c1)C2=O (stereo not given)
    -7 | ? | ? | -17%[27.3 µM] | -11%[23.9 µM] | ? | .
- CN(C)C(=O)c1cccnc1OC1CCN(S(=O)(=O)c2ccc(F)c(F)c2)C1 (stereo not given)
    19 | 0% | i | i | 6% | -27% | 0%
- O=C(NCc1cccnc1N1CCOCC1)c1n[nH]c2c1CCCC2
    5 | 11% | i | -3% | -6% | 7% | -2%
- O=C(c1ccc(F)cc1)N1CCCC(C(=O)N2CCC(N3CCCC3=O)CC2)C1 (stereo not given)
    0 | i | -2% | -19% | -1% | -5% | .
- Cn1ncc2c(C(=O)NCC(F)F)cc(-c3ccc(Cl)cc3)nc21
    3 | 45µM* | ? | i | -5% | 8% | .
- O=C1N[C@@H]2CCN(C(=O)c3ccccc3)[C@@H]2C(=O)N1c1ccccc1
    -7 | -4%[172 µM] | -2%[174 µM] | -5%[88.5 µM] | 1%[87.6 µM] | -13%[87.6 µM] | -3%[172 µM]
- O=C(CC1=C2CCCCC2N(Cc2ccc(F)cc2)C1=O)NCCc1c[nH]c2ccccc12 (stereo not given)
    6 | ? | ? | i | -18% | -28% | 1%
- COc1ccc(-c2cc(N3CCCN(C(=O)Cc4cccc(F)c4)CC3)n[nH]2)cc1
    3 | 40µM* | ? | ? | -28% | 0% | -12%
- COc1cccc([S+](=O)([O-])N2CCC3(CC2)C(=NC2CCCCC2)NC(=O)N3c2cccnc2)c1
    16&7 | 1%&-7% | ? | i | 4%&9% | -6%&12% | -3%
- COc1cccc(NC(=O)c2ccc(CNS(=O)(=O)c3ccc4c(c3)C(C)(C)C(=O)N4C)cc2)c1
    26 | . | . | . | ? | -6% | .
- CCOc1ccccc1CNc1nc2nc(C)c(CC(=O)OC)c(=O)n2[nH]1
    -11 | . | . | . | 8% | 10% | .
- Cc1ccc2nc(COc3ccccc3NC(=O)C(C)(C)C)cc(=O)n2c1
    -8 | . | . | . | -19% | 24% | .
- O=C(Cn1ccn2nc(-c3ccccc3)c(CO)c2c1=O)NCCC1=CCCCC1
    10 | -4% | i | -9% | 1% | -26% | -10%
- COc1cc(C2CC(=O)Nc3c2cc(Br)c2ccccc32)cc(OC)c1OC (stereo not given)
    15 | . | . | i | -2% | . | .
- O=[S+]1([O-])NC2(CCCN(Cc3ccccc3)C2)CNc2ccccc21 (stereo not given)
    18 | ? | -21% | -4% | 6% | -10% | 7%
- O=C(N[C@H]1C[C@@H]2C(=O)N[C@H]3CCN(C(=O)c4cccs4)[C@@H]3C(=O)N2C1)C1CCCC1
    0 | 3%[172 µM] | i | 3%[88.5 µM] | -7%[87.6 µM] | -5%[87.6 µM] | -7%[172 µM]
- COc1ccc(C(=O)N2CCCN(C)c3ccccc32)cc1
    -8 | ? | -32% | i | -15% | 42%[activator] | ?
- CC(C)N[C@H]1C[C@@H](Cc2cc(COc3ccccc3)on2)C1(C)C
    -6 | 63µM* | 50µM* | -4%[88.5 µM] | -15%[87.6 µM] | 47%[activator][87.6 µM] | 3%[172 µM]
- COc1ccc(CNC(=O)c2cc3c(s2)-c2ccccc2OC3)cc1
    -12 | . | . | . | 20% | 75%[activator] | .

# Rewritten with each value named: part of the list above.
> CN(C)C(=O)N1CCN(c2ccc(C=O)cc2)C(=O)C1
  IP6K1 inh: 3	HEK cytotox: i	3T3 cytotox: i	GPT2 inh: -9%[88.5 µM]	SNCA viab count: -5%[87.6 µM]	SNCA expr inhib: -16%[87.6 µM]	Luciferase inh: .
> CCNC(=O)N1CCc2nc(OCCOC)ccc2C1
  IP6K1 inh: 11	HEK cytotox: -26%	3T3 cytotox: -5%	GPT2 inh: i	SNCA viab count: 1%[12.5 µM]	SNCA expr inhib: 12%	Luciferase inh: -7%

# Returning to the listing with the four entries that preceded the break.
# Every second line gives: IP6K1 inh | HEK cytotox | 3T3 cytotox | GPT2 inh | SNCA viab count | SNCA expr inhib | Luciferase inh
- O=C(N[C@H]1C[C@@H]2C(=O)N[C@H]3CCN(C(=O)c4cccs4)[C@@H]3C(=O)N2C1)C1CCCC1
    0 | 3%[172 µM] | i | 3%[88.5 µM] | -7%[87.6 µM] | -5%[87.6 µM] | -7%[172 µM]
- COc1ccc(C(=O)N2CCCN(C)c3ccccc32)cc1
    -8 | ? | -32% | i | -15% | 42%[activator] | ?
- CC(C)N[C@H]1C[C@@H](Cc2cc(COc3ccccc3)on2)C1(C)C
    -6 | 63µM* | 50µM* | -4%[88.5 µM] | -15%[87.6 µM] | 47%[activator][87.6 µM] | 3%[172 µM]
- COc1ccc(CNC(=O)c2cc3c(s2)-c2ccccc2OC3)cc1
    -12 | . | . | . | 20% | 75%[activator] | .
- CCCNc1cc(N2CCC(CCC(=O)NCc3ccc(Cl)cc3)CC2)ncn1
    22 | -22% | -15% | i | 3% | ? | ?
- CC(=O)N1CCC(Cc2ccc(C(=O)Nc3ccc(C)cc3)cc2)CC1
    -7 | ? | ? | i | -2% | 23% | ?
- CCn1c2ccccc2c2cc(CN3CCN(Cc4ccccc4Cl)CC3)ccc21
    -7 | . | . | . | -3% | 11% | .
- CCc1nccc(CN2CCCC(CC3CC3)(C(=O)O)C2)n1 (stereo not given)
    3 | 3% | 0% | i | -9% | -10% | 3%
- C=CCNC(=O)Cc1c2c(n(Cc3ccccc3F)c1C)CCCC2=O
    -7 | -17% | -24% | i | 16% | ? | -10%
- CS(=O)(=O)NCCc1ccc(CC2CCN(C(=O)c3cnccn3)CC2)cc1
    15 | ? | -38% | -3% | -3% | -7% | .
- COCCCNC(=O)c1ccc(C)c(-n2c(C)nc3cccnc32)c1
    21 | . | . | . | 9% | 22% | .
- Cc1[nH]c2c(F)cccc2c1CC(=O)N(C)Cc1ccc2nsnc2c1
    5 | ? | ? | 1% | -11% | -1% | 6%
- CCCS(=O)(=O)N1CCCC(Cc2noc(-c3ccccc3)n2)C1 (stereo not given)
    1 | -21% | -25% | -8% | 7% | 11% | ?
- O=C(NCc1ccccc1)[C@@H]1Cc2nc[nH]c2CN1Cc1ccc(Cl)cc1
    14 | ? | ? | i | -9%[87.6 µM] | ? | -4%[172 µM]
- Cc1ccc(OCC(=O)Nc2ccc(C(=O)OCc3cc(=O)n4ccsc4n3)cc2)cc1C
    -6 | . | . | . | 2% | 8% | .
- CCOc1ccccc1NC(=O)Nc1cc2c(cc1N1CCCCC1)n(CC)c(=O)n2CC
    -11 | . | . | . | -5% | -20% | .
- CC(NC(=O)C1CCN(c2cc(C(F)(F)F)ncn2)CC1)c1ccccc1 (stereo not given)
    -13 | -27% | ? | ? | 0% | -10% | -4%
- CCN(c1ccccc1C)S(=O)(=O)c1nnc(NC(=O)c2ccccc2C)s1
    -4 | . | . | . | 1% | -21% | .
- COc1ccc(-c2cn3c(n2)sc2cc(C(=O)Nc4ccc(F)cc4Cl)ccc23)cc1
    20 | . | . | . | -17% | 299%[activator] | .
- N#Cc1ccccc1CN1CCCC12Cc1ccccc1CNC2=O (stereo not given)
    -2 | ? | ? | i | -13% | 27% | .
- CC(C)n1nc(OC(C)(C)C(=O)NC2CCOCC2)c2cc(CN3CCOCC3)ccc21
    8 | 5% | ? | -11% | -2% | -19% | -3%
- Cc1ccc(-c2nnc3ccc(N4CCN(Cc5ccccc5)CC4)nn23)nc1
    -9 | ? | ? | 2%[88.5 µM] | 0%[87.6 µM] | -8%[87.6 µM] | 9%[172 µM]
- O=C(NCc1ccc(-c2ccc(F)cc2)o1)C1CC(=O)N(Cc2cccnc2)C1 (stereo not given)
    0 | -3% | -29% | 3% | -2% | 24% | 0%
- COc1ccc(CN2Cc3[nH]nc(-c4ccccc4)c3CC2=O)cc1
    10 | i | ? | -13%[88.5 µM] | -7%[87.6 µM] | 17%[87.6 µM] | -1%[172 µM]
- O=C1OC[C@@H]2CCN(Cc3ccc4c(c3)OCO4)Cc3ccc(F)cc3N12
    -1 | ? | -4%[174 µM] | -14%[88.5 µM] | -22%[87.6 µM] | -9%[87.6 µM] | 10%[172 µM]
- O=C(O)c1ccccc1C(=O)N[C@H]1CO[C@H]2[C@@H]1OC[C@@H]2n1nnnc1Oc1ccc2c(c1)OCO2
    12 | i | i | 3% | 5% | 36%[activator] | -5%
- O=C(Cn1ccn2nc(-c3ccccc3)c(CO)c2c1=O)NCCc1ccc(Cl)cc1
    0 | ? | ? | 4% | -4% | 38%[activator] | 9%
- COc1cc(OC)c(NC(=O)N2CCN3CCCCC3C2)cc1Cl (stereo not given)
    10 | . | . | . | 1% | 61%[activator] | .
- CCc1nn(CC(=O)NCCCN2CCN(CC)CC2)c(=O)c2cc3occc3n12
    -4 | . | . | . | -5% | -11% | .
- Cn1cc(-c2cccc(CO)c2)c2nc(CNc3ccccc3)cn2c1=O
    -1 | ? | ? | -10%[88.5 µM] | -14%[87.6 µM] | -4%[87.6 µM] | ?

# Not all compounds are listed, so the mix of outcomes need not match the whole.
